# Compound activity as filed in PubChem BioAssay.
# CCT chaperon mod: modulators of cytosolic chaperonin (CCT/TRiC) activity; activity change, % (concentration not given with the values), hits read low; purified chaperonin ATPase assay, HTRF ADP detection, 30 min; 360,000 tested, 0.3% active; in the data active means activity change below about -30%; further: on the % scale 0 is the no-effect control and ±100 the full control effect
#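 Nucleotide hydrolysis assay: TRiC at 20–40 nM final (set by batch activity) with 10 uM ATP, 30 min at 37 °C, in presence of 76 uM compound. Detection by competitive ADP HTRF, 30 min ambient.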
# WRN helicase inh: inhibitors of human WRN helicase | WRN helicase unwinding, fluorescent forked duplex, kinetic | Potency, µM (top dose mostly 114 µM), for inactives: top-dose activity change, negative = inhibition, usual class: inhibitors | 360,000 tested, 0.46% active; further: potency means the concentration at half of the fitted maximal effect; on the % scale 0 is the no-effect control and ±100 the full control effect; nearly all actives have a fitted effect of over 55% in size
#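 Fluorescence dequenching readout, ex 525 nm/em 598 nm, kinetic mode: forked duplex DNA (100 nM final) with adjacent fluorophore and quencher unwound by WRN (20 nM final) with 2 mM ATP. Compound preincubation 15 min, room temperature.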
# EPAC2 antagonist: antagonists of human EPAC2; EPAC2 GEF exchange of Rap1B-BODIPY-GDP, fluorescence; 360,000 tested, 0.18% active; Potency, µM (highest dose often 114 µM), inactives show at the top dose activity, negative = inhibition, usual class: inhibitors; Q8WZA2; further: potency means the concentration at half of the fitted maximal effect; on the % scale 0 is the no-effect control and ±100 the full control effect; nearly all actives have a fitted effect of over 45% in size; many of its hits are not listed in these tables
# EPAC1 agonist: agonists of human EPAC1 | AID 720707 | O95398 | Potency, µM (highest dose often 154 µM), inactives show at the highest dose activation, usual class: activators | 360,000 tested, 0.073% active | EPAC1 agonist qHTS, biochemical assay; response scale: 100% = response to 6.5 mM cAMP; further: potency means the concentration at half of the fitted maximal effect; nearly all actives have a fitted effect of over 60% in size
# Target sequence (O95398 whole entry, looked up): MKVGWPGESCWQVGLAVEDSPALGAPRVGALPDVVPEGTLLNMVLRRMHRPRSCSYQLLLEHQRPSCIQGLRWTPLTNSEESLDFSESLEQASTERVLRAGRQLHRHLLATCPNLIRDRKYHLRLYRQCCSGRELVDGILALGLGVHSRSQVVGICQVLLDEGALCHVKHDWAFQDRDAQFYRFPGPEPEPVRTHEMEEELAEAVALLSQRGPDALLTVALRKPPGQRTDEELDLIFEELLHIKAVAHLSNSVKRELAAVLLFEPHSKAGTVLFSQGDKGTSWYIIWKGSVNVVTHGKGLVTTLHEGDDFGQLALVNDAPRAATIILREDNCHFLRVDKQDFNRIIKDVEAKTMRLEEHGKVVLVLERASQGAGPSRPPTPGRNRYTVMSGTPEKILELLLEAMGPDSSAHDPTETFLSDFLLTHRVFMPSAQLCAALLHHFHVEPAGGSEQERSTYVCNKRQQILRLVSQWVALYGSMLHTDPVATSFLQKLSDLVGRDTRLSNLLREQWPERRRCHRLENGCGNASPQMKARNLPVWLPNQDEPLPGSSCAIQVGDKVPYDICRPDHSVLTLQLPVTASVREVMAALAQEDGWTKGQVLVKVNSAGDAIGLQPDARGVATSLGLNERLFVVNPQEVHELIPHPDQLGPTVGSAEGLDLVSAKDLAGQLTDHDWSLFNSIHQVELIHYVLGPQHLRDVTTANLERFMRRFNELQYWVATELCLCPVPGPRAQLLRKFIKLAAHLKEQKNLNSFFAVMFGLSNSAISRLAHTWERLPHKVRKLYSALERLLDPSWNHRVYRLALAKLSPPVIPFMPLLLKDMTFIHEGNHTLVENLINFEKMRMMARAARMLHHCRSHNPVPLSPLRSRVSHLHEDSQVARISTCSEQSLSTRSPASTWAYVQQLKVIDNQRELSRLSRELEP
#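 Compounds were pinned as a concentration titration into mixtures of EPAC1 (100 nM), BODIPY-GDP-loaded Rap1B (250 nM) and GDP (50 uM). After 5 min at room temperature, fluorescence was followed for 30 min; activity was scaled to 6.5 mM cAMP.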
# PI5P4K alpha inh: inhibitors of human PI5P4K alpha; P48426; PI5P4Kalpha enzyme, ADP-Glo luminescence, 60 min; active compounds read low; max response, %; 330,000 tested, 1.2% active; AID 652105; active means max response of -50% or lower; inconclusive means between -30% and -50%; inactive means -30% or higher; further: value at the top dose of about 77 µM; on the % scale 0 is the no-effect control and ±100 the full control effect
#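 Quantitative HTS of the MLSMR library against PI5P4Kalpha with substrate. ATP added last at 5 microM final; room temperature, 60 minutes. Remaining ATP depleted, ADP converted and read as luminescence.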
# MmCpn inh: M. maripaludis TRiC chaperonin inhibition; purified Mm-Cpn ATPase, ADP Transcreener TR-FRET; 330,000 tested, 0.031% active; AID 504842; Potency, µM (doses to about 76.9 µM), without a hit: top-dose activity, negative = inhibition, hits mostly inhibitors; further: potency means the concentration at half of the fitted maximal effect; on the % scale 0 is the no-effect control and ±100 the full control effect; nearly all actives have a fitted effect of over 80% in size
#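 Quantitative HTS used 25 nM Mm-CPN and 10 uM ATP in magnesium/KCl Tris buffer, pH 7.4, with 1 mM DTT. Hydrolysis ran 30 min at 37°C; ADP was read by HTRF.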
# PLK1 PBD inh: PLK1 (human) polo-box domain binding inhibition. P53350. Plk1 PBD binding of FITC phosphopeptide, fluorescence polarization. Potency, µM, for the others: max response, negative = inhibition, usual class: inhibitors. 360,000 tested, 2.8% active. AID 720504; further: potency means the concentration at half of the fitted maximal effect; series mostly up to about 57 µM; on the % scale 0 is the no-effect control and ±100 the full control effect; nearly all actives have a fitted effect of over 65% in size
# EPAC1 antagonist: EPAC1 (human) antagonism; O95398; Potency, µM (titrated, usually from 115 µM), for the others: at the top dose activity change, negative = inhibition, most hits filed as inhibitors; EPAC1 GEF assay, Rap1b-BODIPY-GDP exchange fluorescence; 360,000 tested, 0.14% active;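 further: potency means the concentration at half of the fitted maximal effect; plate controls were vehicle for no effect and positive control for full effect; nearly all actives have a fitted effect of over 50% in size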
# Numbers without * were called inactive; ? = inconclusive; / = no result given; [ ] = another dose, or the depositor's remark. Unless noted, the call rests on the fitted dose curve; in most records, active means well fitted curve in the direction sought with a large enough effect; inconclusive means small, poorly fitted or top-dose-only effect, or another doubt; inactive means no such curve, though single readings can be large; an effect the other way counts as inactive or inconclusive.
# Each structure is followed by: PI5P4K alpha inh | MmCpn inh | EPAC2 antagonist | EPAC1 antagonist | PLK1 PBD inh | CCT chaperon mod | EPAC1 agonist | WRN helicase inh
> CCCc1cc(C(=O)N(C)CC(=O)Nc2ccc(OCC)c(OCC)c2)sc1C
    3 | -1% | ? | -26% | -14% | -1.4 | 7% | -5%
> N#Cc1ccc2ccn(CC(=O)NCc3ccccc3)c2c1
    / | -5% | -1% | 1% | -5% | -11 | 11% | 2%
> COC(=O)[C@H]1C[C@@H](c2ccccc2)[C@H](C)C1(C)C
    -3 | -11% | ? | -2% | 4% | 0.3 | 13% | -2%
> CCOc1ccccc1C(=O)NCCCn1ccnc1
    4 | -1% | 3% | 7% | -8% | 1.9 | 4% | 5%
> O=C(Nc1ccccc1Cl)N1CCN(c2ccc3nnc(-c4ccc(F)cc4)n3n2)CC1
    -9 | -1% | 7% | -17% | 1% | 1.0 | 3% | 1%
> O=C1CN(C(=O)COC(=O)CCNS(=O)(=O)c2ccc(Cl)cc2)c2ccccc2N1
    -11 | 1% | -8% | -14% | -10% | 1.0 | 13% | -6%
> NC(=O)CC(NC(=O)Cc1cccc2ccccc12)c1ccc(NC2CCCC2)c([N+](=O)[O-])c1 (configuration not stated)
    1 | / | 15% | -17% | ? | 0.4 | 2% | -1%
> CN(C)c1ccc(C=C2C(=O)OC(C)(C(C)(C)C)OC2=O)cc1 (configuration not stated)
    -6 | 0% | -8%[57.1 µM] | -14% | ? | 2.5 | 2% | -11%
> CCN(C[C@H]1N[C@@](Cc2ccccc2)(C(=O)OC)[C@H]2C(=O)N(Cc3ccccc3)C(=O)[C@@H]12)S(=O)(=O)c1ccc(C)cc1
    -1 | 3% | 3% | -7% | -7% | 0.4 | -18% | -6%
> COc1cc(NC(=O)C2CCN(S(=O)(=O)c3ccc4[nH]c(=O)oc4c3)CC2)cc(OC)c1
    0 | -3% | 9% | -15% | -7% | -3.2 | -11% | -12%
> CC(=O)Nc1nc(C)c(C(C)(C)C)s1
    6 | 1% | 2% | -3% | -10% | 0.6 | 4% | -2%
> CCc1ccccc1NC(=O)CCS(=O)(=O)c1ccc(Br)cc1
    -2 | -1% | -2% | 1% | -8% | 0.3 | 19% | -9%
> COc1ccc(N2CCc3c(C)nc4c(OC)cc(OC)cc4c32)cc1
    0 | 0% | ? | -2% | -11% | -0.6 | 7% | 14%[11.6 µM]
> CCOC(=O)Cn1c(=O)c2c(nc3n2CCN3Cc2ccccc2)n(C)c1=O
    6 | 1% | 6% | -1% | 0% | -0.7 | -6% | 5%
> CCOC(=O)c1ccccc1N=Cc1c(O)c2ccccc2oc1=O
    0 | -1% | 2% | -4% | -6% | -0.5 | -7% | 9%
> CCN(CC)c1ccc(NC2CC(=O)N(CCc3ccc(OC)cc3)C2=O)cc1 (configuration not stated)
    -19 | -1% | -3% | -25% | 1% | 0.2 | 1% | -14%
> CC(=O)N[C@H]1[C@H](Oc2ccc3c(c2)CCC2C3CC[C@]3(C)C(=O)CCC23)O[C@H](CO)[C@@H](O)[C@@H]1O (some centres not stated)
    0 | 0% | 0% | 0% | -7% | -0.7 | -9% | 0%
> COc1ccc(C)cc1S(=O)(=O)Nc1cccc(C)c1
    2 | 1% | 1% | 16% | 0% | 0.2 | 6% | 7%
> N#Cc1c(NC(=O)CSc2nnnn2C2CCCCC2)sc2c1CCCC2
    2 | 1% | -10% | 2% | -7% | -2.5 | 13% | 5%
> O=C(NCC(=O)N1CCCC(C(F)(F)F)C1)c1cccs1 (configuration not stated)
    4 | / | 5% | -7% | 0% | 0.4 | 0% | -5%

# 2 compounds from above, limited to EPAC2 antagonist.
Compound,EPAC2 antagonist
NC(=O)CC(NC(=O)Cc1cccc2ccccc12)c1ccc(NC2CCCC2)c([N+](=O)[O-])c1 (configuration not stated),15%
CN(C)c1ccc(C=C2C(=O)OC(C)(C(C)(C)C)OC2=O)cc1 (configuration not stated),-8%[57.1 µM]

# The list goes on.
# Each structure is followed by: PI5P4K alpha inh | MmCpn inh | EPAC2 antagonist | EPAC1 antagonist | PLK1 PBD inh | CCT chaperon mod | EPAC1 agonist | WRN helicase inh
> CC(N=C1CC(C)(C)CC(=O)/C1=C(/O)CCCN1C(=O)c2ccccc2C1=O)C(=O)O (configuration not stated)
    -4 | 1% | -1% | 2% | -4% | -0.5 | 6% | 4%
> O=C(Nc1ccc2ncccc2c1)c1ccccc1
    -22 | 0% | 13% | -11% | 8.4µM* | 0.1 | 2% | -22%
> Cc1ccc(C(=O)N2CCN(c3cccc(C)c3C)CC2)o1
    -1 | -7% | -22% | 13% | 1% | -0.7 | -6% | 4%
> CCc1nnc(NC(=O)c2ccc(-c3ccc(C(C)=O)cc3)o2)s1
    0 | 0% | 0% | 8% | 0% | 3.8 | 8% | -8%
> Cc1nnc(NC(=O)CSc2nccn2C)s1
    11 | 1% | 6% | 7% | -2% | -0.3 | 2% | -3%
> COCCN(C(=O)c1oc2ccccc2c1COC)c1c(N)n(CC(C)C)c(=O)[nH]c1=O
    -5 | -3% | 3% | 0% | 0% | -1.8 | 12% | -17%
> Cc1cccc(Nc2c(-c3ccc(O)cc3)nc3ncccn23)c1
    1 | 2% | ? | -29% | -1% | -1.0 | -2% | -7%
> COC(=O)C1=C(C)N(C)C(=S)N(C)C1c1cccc(Br)c1 (configuration not stated)
    10 | -6% | -27% | -5% | -13% | 2.2 | -3% | 0%
> O=c1[nH]c(SCc2c(Cl)cccc2Cl)nc2ccccc12
    2 | -5% | -3% | -6% | -1% | 1.1 | -7% | -3%
> CCOC(=O)c1[nH]c2cc3c(cc2c1NC(=O)CN1CCN(CCO)CC1)OCO3
    5 | -2% | -2% | 1% | 1% | 1.0 | -2% | -10%
> CCNC(=S)N/N=C/c1cc(Br)cc(Br)c1OC
    / | -2% | 9% | 2% | 0% | -0.2 | 4% | -3%
> CCOC(=O)c1cc(OC(=O)c2cccs2)n(-c2ccccc2)n1
    / | -7% | -3% | -6% | ? | 0.6 | 2% | 0%
> O=C(c1cccc(-c2ccco2)c1)N1CCCC(N2CCN(c3ccc(F)cc3)CC2)C1 (configuration not stated)
    -4 | -3% | -4% | -4% | -16% | -3.0 | 5% | -21%
> c1ccc(COc2ncnc3c2ncn3CCCN2CCN(c3ccccn3)CC2)cc1
    -6 | / | 1% | -13% | -8% | 1.8 | -5% | -7%
> O=C(c1ccccc1Cl)N1CCC(c2nc3c(nnn3Cc3ccco3)c(=O)[nH]2)CC1
    -6 | 0% | -1% | -1% | -3% | -0.5 | 9% | -2%
> O=C1CC(=O)CC(c2ccccc2Cl)C1
    -13 | -1% | 20% | 1% | -11% | 0.8 | 1% | -3%
> Cc1ccc(-n2c(C)cc(/C=C3/SC(=O)N(CC(=O)N4CCOCC4)C3=O)c2C)nc1
    2 | 1% | 12% | 16% | -4% | -0.7 | -2% | 9%
> O=C(OCC(=O)N1CCN(c2ccccc2)CC1)c1ccc[n+]([O-])c1
    -8 | 1% | 6% | 7% | -8% | -0.9 | -5% | 18%
> CC(=O)Nc1cccc(C(=O)NNC(=O)c2ccc(NS(=O)(=O)c3cccs3)cc2)c1
    0 | / | 7% | -9% | -12% | -3.6 | -9% | 2%
> CCN(Cc1ccncc1)C(=O)c1cc(COc2c(C)cccc2C)on1
    -5 | -7% | -3% | -21% | -5% | 0.1 | 0% | -9%
> CC(C)(C)c1ccc(C(=O)Nc2ccccc2NC(=O)c2ccco2)cc1
    12 | -1% | -1% | -20% | -5% | -0.7 | 11% | -14%
> COc1cc(NC(=O)C(C)N2CCN(C(=O)C3CC3)CC2)cc(OC)c1 (configuration not stated)
    1 | -4% | 4% | 19% | 2% | -0.4 | -10% | 11%
> Cn1c(=O)oc2cc(S(=O)(=O)NCCC(=O)N3CCc4ccccc43)ccc21
    -5 | 0% | 11% | 11% | 3% | -0.1 | -5% | 4%
> CC(=O)NCCc1ccc(S(=O)(=O)N2CCOCC2)cc1
    6 | -2% | 1% | 1% | -2% | 0.2 | -13% | -2%
> CC(=O)C1=C(O)C(=O)N(c2cc(C(C)(C)C)on2)C1c1ccc(Br)cc1 (configuration not stated)
    / | -2% | -1% | -2% | ? | 3.0 | -1% | -18%
> COC(=O)c1ccc2nc(C)cc(Nc3ccccc3C)c2c1
    3 | -1% | 2% | -11% | -13% | -2.9 | -12% | 8%
> CS(=O)(=O)Nc1nnc(Cc2ccccc2)s1
    3 | 0% | -1% | -13% | -9% | -2.0 | 0% | -6%
> Cc1ccc(OCCN(C)C(=O)CC2C(=O)NCCN2CC(C)(C)C)cc1 (configuration not stated)
    6 | 0% | 6% | -5% | -7% | -2.8 | 4% | -3%
> Cc1ccc(-c2nnn(CC(=O)N(CC3CCCO3)C(C(=O)NCC3CCCO3)c3ccc(F)cc3)n2)o1 (configuration not stated)
    -8 | 0% | 4% | 10% | -2% | -2.0 | 3% | 3%
> CN(Cc1ccccc1)c1nccn2ccnc12
    11 | / | -14% | -1% | -2% | 0.8 | 9% | 3%
> CCOC(=O)c1csc(NC(=O)c2ccc3c(c2)OCCO3)n1
    -1 | -19% | 4% | 0% | 6% | -3.3 | 5% | 6%
> CC1(C)Cc2c(sc3c2C(=O)N(c2ccccc2)C2=NCCN23)CS1
    3 | -3% | 12% | 5% | -7% | 0.8 | 0% | 0%
> CCCSCCCNC(=O)c1ccccc1NC(=O)C1=CSCCO1
    -2 | 0% | -8% | -1% | 3% | 2.2 | 5% | -1%
> Cc1ccc(C(=O)COc2ccc3ccc(=O)oc3c2)cc1
    0 | 0% | -24% | -11% | -4% | -2.9 | 6% | -10%
> C/C(=N\S(=O)(=O)c1ccc(C)cc1)N1CCN(S(=O)(=O)c2ccccc2)C1C(C)C (configuration not stated)
    / | 0% | 1% | 3% | 1% | 0.0 | 0% | -5%
> O=C(Nc1cc(-c2nc3ncccc3o2)ccc1Cl)c1cccs1
    3 | 0% | -4% | -26% | -10% | -1.4 | 9% | -29%
> CC(=O)n1cc([C@H]2C=C(C(=O)N3CCOCC3)O[C@@H](OCCCCO)C2)c2ccccc21
    -1 | / | 22% | -20% | -13% | -0.2 | -8% | 3%
> CC(=O)N1CCc2cc(S(=O)(=O)CCC(=O)Nc3cccc(F)c3)ccc21
    4 | -1% | 22% | 2% | -25% | -0.2 | -3% | 3%
> CSc1nc2ccc(N3C(=O)C4CCCCC4C3=O)cc2s1 (configuration not stated)
    / | 0% | -2% | -2% | -13% | -2.3 | 12% | 6%
> Cc1ccc(C(=O)N(CC(C)C)c2nc3ccccc3s2)o1
    4 | 2% | ? | -5% | 1% | -0.7 | -4% | -5%
> O=C(COC(=O)c1ccc([N+](=O)[O-])o1)NCc1ccc(F)cc1
    0 | -8% | 7% | 16% | -23% | -1.7 | 2% | 15%

# These rows are one share of the data; rates above refer to the full screens.
